Screening data from PubChem.
TDP2 inh: blocks human TDP2 phosphodiesterase activity; O95551; recombinant TDP2, T5PNP hydrolysis, p-nitrophenol absorbance 415 nm; inhibition, % at 12.8 µM; 0.34% of 370,000 active;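 active = inhibition above the mean of all tested compounds plus 3 SD, set per campaign, cut at about 25% in these data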;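 also: 0% = DMSO with enzyme and 100% = buffer with substrate but no TDP2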
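Evaluation: % inhibition relative to enzyme-containing and enzyme-free wells. Material: recombinant human TDP2. Benchmarks: enzyme-free and DMSO wells. Timing: enzyme reaction with compound for 2 h at 37 °C. Compound dosing: 12.8 µM only. Measured by: p-Nitrophenol epi absorbance. Reagent: T5PNP substrate at 5 mM, a TopII-DNA adduct mimic. Replication: single well per compound.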
PRMT1 inh: PRMT1 (human) inhibition, primary screen; inhibition, % at 2.79 µM; recombinant PRMT1, activity-based probe fluorescence polarization; AID 652257; 1.3% of 370,000 active; Q99873;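 active = inhibition above about 21% made by adding two undisclosed values, limit read from the data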
UHRF1 binding: UHRF1 methyl-DNA binding inhibition | UHRF1 binding to methylated oligo, TR-FRET | inhibition, % at 4.4 µM | 0.75% of 370,000 active | AID 687016; in the data active = inhibition above about 21%;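 also: UHRF1 SRA domain binding a hemimethylated CpG hairpin DNA probe; 0% = median of test compound wells and 100% = reference inhibitor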
HTRA1 inhibitor: inhibitors of human serine peptidase HTRA1 | recombinant HTRA1, FP-rhodamine activity-based probe, fluorescence polarization | inhibition, % at 5.96 µM | 0.5% of 340,000 active | AID 504803; in the data active = inhibition above about 36%;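 also: 0% = enzyme with DMSO and 100% = wells lacking enzyme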
Target sequence (Q92743 whole entry, looked up): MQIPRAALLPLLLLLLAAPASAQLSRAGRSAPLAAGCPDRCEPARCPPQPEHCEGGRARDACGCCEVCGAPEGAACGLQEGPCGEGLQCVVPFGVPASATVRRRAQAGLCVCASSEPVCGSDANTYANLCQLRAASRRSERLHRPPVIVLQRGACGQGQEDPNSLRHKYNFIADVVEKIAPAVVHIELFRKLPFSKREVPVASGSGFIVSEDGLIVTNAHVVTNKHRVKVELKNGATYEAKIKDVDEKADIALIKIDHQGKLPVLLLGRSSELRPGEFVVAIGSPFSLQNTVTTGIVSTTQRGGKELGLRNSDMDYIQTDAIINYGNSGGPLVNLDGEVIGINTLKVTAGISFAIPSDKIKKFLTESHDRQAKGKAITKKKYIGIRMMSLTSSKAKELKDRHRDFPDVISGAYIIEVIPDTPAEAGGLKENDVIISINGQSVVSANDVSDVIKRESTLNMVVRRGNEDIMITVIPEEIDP
TCR CD3 inh: inhibitors of human TCR-CD3 interaction; 0.37% of 360,000 active; TAMRA-labeled TCR probe fluorescence, biochemical; AID 651800; inhibition, % at 9.4 µM; in the data active = inhibition above about 19%;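 also: recombinant mutant TCR 2C K166C tagged with TAMRA read by polarization; 0% = receptor in buffer alone and 100% = receptor with positive control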
LEDGF integ inh: blocks HIV-1 LEDGF/p75-dependent DNA integration | inhibition, % at 3.7 µM | 0.64% of 370,000 active | TR-FRET IN-LEDGF/p75 DNA integration, Eu/Cy5;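 active = inhibition above the screen-wide mean plus 3 SD, cut at about 13% in these data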;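 also: signal is the Cy5 over europium emission ratio at 671 and 618 nm; 0% = plate median of compound wells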
mABHD4 FP: inhibits mouse alpha/beta hydrolase domain 4 | Q8VD66 | 0.54% of 370,000 active | AID 720543 | purified mABHD4, FP-Rh probe fluorescence polarization | inhibition, % at 8.92 µM;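 active = inhibition exceeding the mean over every tested compound plus 3 SD, cut at about 30% in these data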;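 also: 0% = plate median of compound wells and 100% = S159A mutant with DMSO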
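System: mouse ABHD4 enzyme, wild type / Medium: HEPES pH 7.0, NaCl, Pluronic buffer / Reagent: FP-Rh activity-based fluorescent probe / Control set: S159A mutant high control, sample median low control / Detection: fluorescence polarization with parallel and perpendicular emission, 525/598 nm / Schedule: 45 min + 60 min at 25 °C / Compound dosing: 8.92 µM, single dose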
PG9 binder: PG9 antibody binding by small molecule; AID 624416; inhibition, % at 6.7 µM; TR-FRET gp120-PG9 antibody binding; 0.43% of 360,000 active; in the data active = inhibition above about 8.5%
SIAE inh: inhibitors of human sialic acid acetylesterase SIAE; Q9HAT2; SIAE FP-Rh probe binding, fluorescence polarization; inhibition, % at 9.66 µM; 0.69% of 370,000 active;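 active = inhibition above a cutoff: mean of compounds within the control limits plus 3 SD of those, cut at about 17% in these data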;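 also: 0% = plate median of compound wells and 100% = probe without SIAE protein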
Tn7 DDE FP: disrupts Tn7 cyclic peptide binding to fibrin D-Dimer-E complex; P02675; FP displacement of FITC-Tn7 peptide from fibrin DD(E); 0% = median of compound wells per plate; inhibition, % at 8.3 µM; 0.13% of 370,000 active;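 active = inhibition above the mean of compounds falling within the control limits plus 3 SD of them, cut at about 14% in these data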;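 also: 0% = plate median of compound wells and 100% = 10 µM Aha-Tn7 peptide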
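Assay system: Human fibrin DD(E) protein | Medium: Tris buffer with calcium and detergent, pH 7.8 | Reagent: 0.1 µM fluorescent Tn7 | Compound dosing: Single point at 8.3 µM | Times: 10 min preincubation, 3 h with tracer, room temperature | Detection: Fluorescence polarization of the labelled Tn7 tracer | Controls: Aha-Tn7 high control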
The depositor's hits bear a star; . = not tested or not shown.

item	TDP2 inh	PRMT1 inh	UHRF1 binding	HTRA1 inhibitor	TCR CD3 inh	LEDGF integ inh	mABHD4 FP	SMILES	PG9 binder	SIAE inh	Tn7 DDE FP
1	-3.5	-1.4	0.6	-8.1	5.0	0.0	10.1	CC[C@]12c3[nH]c4cc(CCC(=O)N(C)C)ccc4c3CCN1C(=O)[C@@H](CC(=O)NC/C=C(\C)CCC=C(C)C)C[C@@H]2C(=O)N1CCN(C(=O)C2CC2)CC1	-0.6	6.5	12.0
2	-1.4	-0.2	0.0	3.2	6.8	0.6	1.7	Cc1cccc(C)c1NC(=O)Cn1c(=O)n(CCCC(=O)NCc2ccco2)c(=O)c2sccc21	-2.7	-3.4	-2.0
3	5.5	1.7	-1.6	6.0	-1.2	-4.5	1.9	Cc1c(NC(=O)c2cccc(NC(=O)Cc3ccccc3F)c2)c(=O)n(-c2ccccc2)n1C	1.9	4.1	-1.0
4	4.0	3.1	-0.9	.	-3.6	5.3	-6.2	c1ccc(CN2CCCC3CC2c2ccccc23)cc1 (stereo not given)	-0.4	0.3	1.0
5	-4.5	1.1	-0.6	-16.7	2.4	0.5	-10.8	COc1cc(/C=N/NC(=O)CN(CCc2ccccc2)S(=O)(=O)c2ccc(NC(C)=O)cc2)cc(OC)c1OC	-2.2	-13.0	-0.1
6	7.5	0.0	11.9	-4.7	3.4	0.2	12.9	COc1ccc(C(=O)NC(C)c2ccncc2)cc1S(=O)(=O)N(C)Cc1ccccc1 (stereo not given)	-1.6	5.2	2.3
7	-0.9	1.3	-1.4	-12.6	-5.8	-0.2	1.1	O=C(c1ccc(Cl)s1)N(Cc1nnc(-c2ccccc2Cl)o1)C1CC1	0.9	-0.4	-4.7
8	-15.9	-2.4	1.7	.	-5.1	0.4	-8.6	N#Cc1cccc(C#N)c1Oc1ccc(S(=O)(=O)Nc2ccccc2)cc1	-1.9	-2.7	-6.3
9	12.0	0.6	-1.9	-6.3	7.8	2.7	-13.2	O=[N+]([O-])c1cccnc1Oc1ccc(OCc2ccccc2)cc1	-0.8	0.7	0.5
10	12.7	-2.5	-0.1	-16.0	-7.3	-0.6	-0.1	O=C(c1ccc(-c2ccc(Cl)cc2)o1)N1CCN(c2ccc([N+](=O)[O-])cc2Cl)CC1	-0.6	5.9	-5.9
11	3.2	-2.0	-0.4	-12.2	7.1	1.6	5.8	O=C(CC12CC3CC(CC(C3)C1)C2)NCC(=O)OCc1cc(=O)oc2ccc3ccccc3c12	-2.1	-1.4	-8.6
12	5.2	0.3	-0.1	2.4	-5.0	-3.1	8.2	CS(=O)(=O)N(CC(=O)NCC1CCCO1)c1cccc(Cl)c1 (stereo not given)	-0.8	-2.7	2.7
13	-5.5	-2.5	-0.9	0.0	3.4	-3.8	-3.4	COc1cc(NC(=O)c2cc(C(C)C)on2)cc(OC)c1OC	-0.1	4.0	1.2
14	-6.9	-2.5	-2.5	8.0	2.9	-1.9	2.1	COc1ccc(S(=O)(=O)N2CCOCC2)cc1NC(=O)c1cccs1	-1.3	-1.6	0.0
15	7.1	-3.2	-0.1	.	-2.7	-1.1	6.6	Cn1ncc(Oc2ccc([N+](=O)[O-])cc2)c(Cl)c1=O	-0.6	-0.2	4.1
16	-8.3	1.4	5.1	3.9	-0.9	3.5	1.8	COc1ccc(CNC(=O)/C=C/c2ccc(S(=O)(=O)NCc3ccco3)cc2)cc1OC	-1.0	-3.8	-2.3
17	-10.2	-2.7	-0.6	4.4	6.5	0.9	-4.3	COc1ccc(S(=O)(=O)N2CCCC(C(=O)NCc3ccncc3)C2)cc1Cl (stereo not given)	0.5	-5.4	3.7
18	5.0	1.4	1.8	.	.	-3.3	3.8	COc1ccc(CC(=O)Nc2ccc(C)cc2S(=O)(=O)N2CCOCC2)cc1OC	.	7.3	2.5
19	-4.5	-0.6	-5.4	-3.4	6.4	1.0	7.7	Cc1[nH]c(C(=O)N/N=C/c2ccc(C(=O)O)cc2)c(C)c1C(=O)N/N=C/c1ccc(C(=O)O)cc1	-3.6	-5.0	3.0
20	-8.1	-0.9	-4.5	0.6	6.9	-1.9	-3.8	O=c1c2c(-c3ccc(Cl)cc3)csc2nc2n1CCC2	-0.3	0.4	-3.0
21	3.1	2.5	-2.3	-4.1	5.8	0.6	4.6	O=C1c2ccccc2C(=O)N1c1ccc(S(=O)(=O)N2CCCCC2)cc1	-4.0	-2.4	-5.3
22	20.8	-0.9	-2.0	3.9	-0.2	-1.8	1.6	CCOC(=O)C1(Cc2ccccc2)CCCN(S(=O)(=O)N(C)C)C1 (stereo not given)	-1.9	-3.2	0.7

Of the compounds above, 5 have four or more nitrogen atoms.
item	TDP2 inh	PRMT1 inh	UHRF1 binding	HTRA1 inhibitor	TCR CD3 inh	LEDGF integ inh	mABHD4 FP	SMILES	PG9 binder	SIAE inh	Tn7 DDE FP
1	-3.5	-1.4	0.6	-8.1	5.0	0.0	10.1	CC[C@]12c3[nH]c4cc(CCC(=O)N(C)C)ccc4c3CCN1C(=O)[C@@H](CC(=O)NC/C=C(\C)CCC=C(C)C)C[C@@H]2C(=O)N1CCN(C(=O)C2CC2)CC1	-0.6	6.5	12.0
2	-1.4	-0.2	0.0	3.2	6.8	0.6	1.7	Cc1cccc(C)c1NC(=O)Cn1c(=O)n(CCCC(=O)NCc2ccco2)c(=O)c2sccc21	-2.7	-3.4	-2.0
3	5.5	1.7	-1.6	6.0	-1.2	-4.5	1.9	Cc1c(NC(=O)c2cccc(NC(=O)Cc3ccccc3F)c2)c(=O)n(-c2ccccc2)n1C	1.9	4.1	-1.0
5	-4.5	1.1	-0.6	-16.7	2.4	0.5	-10.8	COc1cc(/C=N/NC(=O)CN(CCc2ccccc2)S(=O)(=O)c2ccc(NC(C)=O)cc2)cc(OC)c1OC	-2.2	-13.0	-0.1
19	-4.5	-0.6	-5.4	-3.4	6.4	1.0	7.7	Cc1[nH]c(C(=O)N/N=C/c2ccc(C(=O)O)cc2)c(C)c1C(=O)N/N=C/c1ccc(C(=O)O)cc1	-3.6	-5.0	3.0
